ssDAF12 agonist: S. stercoralis DAF-12 activation, primary screen; HEK293 ssDAF-12/GRIP1 lit1-tk-luc reporter, luminescence; % of 3 µM dafachronic acid response; activation, % at 6.8 µM; 370,000 tested, 1% active;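 active = activation above the mean over all tested compounds plus 3 SD, cut at about 0.9% in these data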;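 also: 0% = DMSO-only wells and 100% = 3 µM delta7-dafachronic acid wells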
DAX1 inh-1: inhibitors of human orphan nuclear receptor DAX1 (NR0B1); HEK293 Gal4-DAX1 luciferase reporter, luminescence; 340,000 tested, 0.99% active; inhibition, % at 6.75 µM; P51843; AID 504766;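 active = inhibition above the mean over all tested compounds plus 3 SD, cut at about 4.2% in these data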;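 also: 0% = DAX1-transfected cells with DMSO and 100% = empty-vector control cells with DMSO; inhibition shows as a rise in luminescence from relieved DAX1 repression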
Target sequence (P51843 207-470 limits assumed): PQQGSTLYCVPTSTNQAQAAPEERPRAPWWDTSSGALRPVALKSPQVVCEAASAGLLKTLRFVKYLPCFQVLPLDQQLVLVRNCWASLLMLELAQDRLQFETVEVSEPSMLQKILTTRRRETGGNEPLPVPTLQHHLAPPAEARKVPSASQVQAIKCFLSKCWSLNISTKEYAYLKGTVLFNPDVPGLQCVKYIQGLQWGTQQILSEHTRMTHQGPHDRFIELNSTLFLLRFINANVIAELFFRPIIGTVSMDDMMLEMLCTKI
PG9 Ab binder: small molecules binding HIV-1 gp120 antibody PG9; 360,000 tested, 0.43% active; TR-FRET gp120-PG9 antibody binding; inhibition, % at 6.7 µM; in the data active = inhibition above about 8.5%
hgDAF-12 ag: agonists of H. glycines DAF-12 nuclear receptor; HEK293 GAL4-hgDAF12 UAS-luciferase reporter, agonist luminescence; normalized to butyrate control; activation, % at 6.8 µM; 370,000 tested, 1.8% active; AID 687014;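 active = activation above a cutoff set at the mean of all screened compounds plus 3 SD, cut at about 10% in these data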;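 also: 0% = DMSO wells and 100% = sodium butyrate wells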
ADAM17 inh: inhibitors of human ADAM17; P78536; recombinant ADAM17, EDANS/DABCYL FRET peptide cleavage; inhibition, % at 6.95 µM; 370,000 tested, 0.83% active; AID 720648;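 active = inhibition above the mean of compounds lying between control limits plus 3 SD, set per campaign, cut at about 8.5% in these data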;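 also: 0% = DMSO-only wells as the low control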
hcDAF12 agonist: activators of H. contortus DAF-12 nuclear receptor; HEK293 hcDAF-12 lit1-tk-luc reporter, luminescence; 0% DMSO, 100% Δ7-dafachronic acid; activation, % at 6.8 µM; 370,000 tested, 1.4% active;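 active = activation above the mean of all tested compounds plus 3 SD, cut at about 5.5% in these data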;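 also: 100% = response to 3 µM Δ7-dafachronic acid high control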
GAA850 FXN act: activators of GAA850 frataxin (FXN) promoter; AID 540364; activation, % at 6 µM; 360,000 tested, 0.56% active; HEK293 lucGAA850 FXN promoter luciferase reporter, 24 h; percent of 10 µM SAHA response;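 active = activation above the average of all compounds screened plus 3 SD, cutoff fixed separately per campaign, cut at about 7.5% in these data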;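 also: 0% = DMSO wells and 100% = 10 µM SAHA wells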
SMARCA2 activ: SMARCA2 function activation, primary screen; activation, % at 9.1 µM; MG213 cells, MMTV-luciferase reporter, dexamethasone, overnight; 370,000 tested, 1% active; in the data active = activation above about 7.8%;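 also: 0% = vehicle wells and 100% = reference activator wells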
DAX1 inh-2: inhibitors of DAX1 repression of SF-1 activated StAR promoter; HEK293T StAR-luciferase reporter, SF-1/DAX-1 repression relief; inhibition, % at 6.8 µM; 370,000 tested, 1.1% active; AID 652010;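 active = inhibition above the mean over all tested compounds plus 3 SD, cut at about 3.6% in these data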;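 also: 0% = DAX-1 cells with DMSO and 100% = cells lacking DAX-1 with DMSO; higher inhibition means more luminescence from relief of DAX-1 repression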
ADAM10 inh: inhibitors of human ADAM10. O14672. recombinant ADAM10, EDANS/DABCYL FRET peptide cleavage, 3 h. inhibition, % at 7 µM. 370,000 tested, 0.62% active. AID 720582;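 active = inhibition above a per-campaign cutoff equal to the mean of compounds falling between control-based bounds plus 3 SD, cut at about 20% in these data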;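 also: 0% = DMSO wells while the 100% control is not disclosed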
Target sequence (O14672 214-748 limits assumed): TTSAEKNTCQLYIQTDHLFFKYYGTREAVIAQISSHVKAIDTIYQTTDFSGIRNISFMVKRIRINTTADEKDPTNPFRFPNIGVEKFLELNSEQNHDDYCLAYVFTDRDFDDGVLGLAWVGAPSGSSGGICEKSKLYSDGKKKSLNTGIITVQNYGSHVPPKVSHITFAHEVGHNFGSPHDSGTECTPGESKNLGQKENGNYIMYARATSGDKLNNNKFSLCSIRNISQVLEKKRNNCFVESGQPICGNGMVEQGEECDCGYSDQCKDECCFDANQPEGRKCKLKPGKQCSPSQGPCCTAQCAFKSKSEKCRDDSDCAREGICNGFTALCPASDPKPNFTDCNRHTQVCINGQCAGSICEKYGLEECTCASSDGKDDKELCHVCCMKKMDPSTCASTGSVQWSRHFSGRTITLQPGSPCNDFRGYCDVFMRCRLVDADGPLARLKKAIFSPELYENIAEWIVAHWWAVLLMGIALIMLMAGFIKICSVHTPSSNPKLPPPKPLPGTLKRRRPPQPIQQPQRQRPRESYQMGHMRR
NPR1 activator: GC-A (human) enzyme activation. P16066. HEK293 GC-A cells, cGMP TR-FRET, EC30 ANP; 0% at EC30 ANP, 100% saturating ANP. 370,000 tested, 0.14% active. activation, % at 10 µM; in the data active = activation above about 40%
* = called active by the depositor; i = inactive; nt = not tested or not shown. Rows are unselected. About 6.8% of those tested had a hit in this group.

SMILES	ssDAF12 agonist	DAX1 inh-1	PG9 Ab binder	hgDAF-12 ag	ADAM17 inh	hcDAF12 agonist	GAA850 FXN act	SMARCA2 activ	DAX1 inh-2	ADAM10 inh	NPR1 activator
CCN1CCCC1CNC(=O)c1ccc2c(c1)N(Cc1cccc(Cl)c1)C(=O)c1ccccc1S2(=O)=O (stereo not given)	0.7	1.3	-1.4	0.8	-2.8	1.5	-2.7	3.5	1.9	10.9	-5.5
O=C(O)c1ccc2c(=O)n3c(nc2c1)/C(=C/c1ccc(F)cc1)CC3	-1.0	2.7	-3.1	0.8	-4.1	-0.3	0.5	6.9	0.5	-8.1	3.6
C[C@H]1CN([C@@H](C)CO)C(=O)c2cc(Br)cnc2O[C@@H]1CN(C)C(=O)Nc1ccc(C(F)(F)F)cc1	-1.7	1.2	1.0	-0.1	-4.7	-0.8	0.6	-3.1	-1.1	-9.2	-1.6
Cc1cc(NC(=O)CSc2nnc3c(C)cc4ccccc4n23)no1	-1.6	-1.2	0.7	1.4	-5.5	-1.4	0.6	-3.2	-0.5	0.0	-5.0
Cc1nc2ccc(C(=O)Nc3cccc(NS(C)(=O)=O)c3)cn2c1N(C)C(=O)CCc1ccccc1	-0.9	nt	-0.8	-0.8	-4.1	-0.1	0.8	-2.3	0.2	-8.1	-3.3
COC(=O)c1ccc(OCC(O)CN2C(=O)c3ccccc3S2(=O)=O)cc1 (stereo not given)	-1.5	-0.4	-1.5	-1.7	-1.3	-1.3	-1.3	-0.2	-0.1	2.0	0.2
O=C(COC(=O)/C=C/c1cccs1)NC(c1ccccc1)c1ccccc1	-1.1	0.4	-0.7	-0.2	-1.8	-1.1	-1.5	-3.1	0.2	1.7	5.3
COc1ccc(/C=N/NC(=O)c2ccoc2C)cc1COc1ccc(Cl)cc1	1.3*	0.5	1.9	8.2	-3.6	3.5	4.7	2.7	-1.4	3.8	-1.5
Cc1cc(C)cc(OCC(=O)NNC(=O)c2cc(C)[nH]n2)c1	-1.1	0.4	2.1	-1.5	-6.9	-1.3	0.6	0.7	0.3	-7.2	1.2
COc1ccc(S(=O)(=O)NC(C)C(=O)NCc2cccnc2)cc1Cl (stereo not given)	-1.2	0.9	-1.2	-1.1	0.6	-1.2	0.2	-0.2	0.0	4.3	-0.9
COc1ccc(C(=O)COC(=O)c2cc(C)no2)c(OC)c1	-1.0	0.2	-2.0	-1.0	-0.7	0.6	2.0	3.2	-0.4	-1.3	2.4
Cc1ccc(C(=O)Nc2ccncc2)cc1S(=O)(=O)N1CCOCC1	-1.2	-0.5	-0.8	-1.7	0.4	-2.9	0.7	-3.3	-2.2	-14.6	-3.7
CCCC(=O)N1CC(=O)Nc2ccc(F)cc2C1c1ccccc1 (stereo not given)	-1.1	-0.4	0.4	-1.7	0.5	-0.2	-0.1	4.9	0.1	6.9	1.1
COc1ccnc(Oc2ccccc2)c1C(N)=O	-1.0	-0.6	0.1	7.6	-4.3	-1.4	-0.2	-0.4	-0.7	-6.2	4.4
COc1cc2sc3cc(NCC[C@@H]4CCCN4C)ccc3c(=O)c2cc1OC	-0.4	1.2	-1.9	8.5	-284.1	0.8	9.9*	6.9	0.7	i	0.4
COc1cc(C2NC(=O)CCC2[N+](=O)[O-])c(OC)cc1Br (stereo not given)	0.9*	-0.3	-1.9	-2.7	-1.6	-0.5	1.5	-0.7	1.2	1.6	-2.8
Cc1cccc(-c2cccc3c4c([nH]c23)[C@@H]2C[C@H](N(C)C(=O)c3ccco3)[C@H]([C@H](C)O)CN2CC4)c1	-0.2	nt	nt	1.0	-8.7	-0.8	nt	1.0	-0.2	-29.3	0.7
CN(C)/C=C/C(=O)c1cnc(-c2cccc(Cl)c2)s1	-1.3	2.5	-0.3	-1.8	0.2	1.0	3.3	7.6	1.1	6.4	nt
Nn1c(SCc2cccc(F)c2)nnc1-c1cccnc1	1.1*	5.7*	-2.5	1.9	-1.6	-1.0	0.1	1.4	0.1	-3.0	0.0
Clc1ccc(OCc2nc(-c3ccncc3)no2)c(Br)c1	1.2*	4.0	-0.3	12.8*	3.4	8.3*	4.8	1.5	5.9*	-5.6	24.1
COc1cc(NC(=O)c2ccno2)cc(C(=O)Nc2cccc(C(F)(F)F)c2)c1	-1.4	-0.7	-1.1	-2.4	11.5*	-2.9	3.9	-0.8	-0.8	28.1*	3.3
O=[N+]([O-])c1cccc(/C=N\N2CCN(Cc3ccccc3Cl)CC2)c1	-1.3	-0.2	-0.7	-0.1	-2.2	-0.8	2.7	0.6	-1.3	1.4	0.2
Nn1c(Nc2ccccc2)nc2ccccc2c1=O	-0.9	-1.1	0.8	-2.6	-2.0	-0.6	-2.1	1.9	-0.1	3.1	4.9
CN(C)C(=O)c1ccc(NC(=O)c2cccc(S(=O)(=O)N3CCCCCC3)c2)cc1	-1.5	-0.7	0.1	-1.4	-4.0	-2.6	2.5	-3.7	-1.0	-7.1	-3.0
O=C(COC(=O)CN1C(=O)c2ccccc2C1=O)Nc1ccccc1C(F)(F)F	-0.7	1.9	-2.1	2.4	-3.6	1.3	-0.1	-3.1	-0.5	-18.1	-3.8
Nc1ncnc2c1ncn2[C@@H]1O[C@H](C(=O)Nc2ccc(Oc3ccccc3)nc2)[C@@H](O)[C@H]1O	0.3	nt	2.2	-2.9	1.4	2.1	nt	7.6	2.1	4.6	-1.9
COc1cc(CNC(=O)OC2CC3CC2[C@H]2CCCCN2C3=O)cc(OC)c1 (stereo not given in full)	-0.3	nt	-0.7	2.9	-3.2	1.1	nt	-1.0	1.2	-6.0	-0.2
O=C(NCCNC(=O)c1cc(Cl)ccc1Cl)c1ccco1	-1.4	1.1	-0.7	1.7	-0.6	-1.9	1.4	-0.6	0.0	9.7	-2.6
CCC1(CC)NC(=O)N(CC(=O)OC(C)C(=O)Nc2cc([N+](=O)[O-])ccc2OC)C1=O (stereo not given)	-1.0	1.4	-3.2	-3.9	-3.0	0.0	0.5	-1.2	0.2	0.1	1.8
COC(=O)c1cc(OC)c(OC)cc1NC(=O)c1c(-c2ccccc2Cl)noc1C	-1.8	-0.1	0.8	-0.7	-1.8	-1.4	0.1	-3.8	-0.2	0.2	-9.0
CCOC(=O)[C@@H]1c2[nH]c3ccccc3c2C[C@@]2(C(=O)OC)C=CCN12	1.5*	nt	nt	0.7	-21.1	2.9	nt	-1.3	0.1	-46.8	-3.0
COc1cc(OC)c(-c2sc(Nc3ccccc3)n[n+]2-c2ccc(F)cc2)cc1OC	-0.9	1.1	0.2	2.8	-10.2	1.2	1.6	-0.6	-0.3	-56.3	0.6
COC(=O)C[C@@H]1CC[C@H](NC(=O)c2ccccc2)[C@@H](CO)O1	-1.1	nt	2.9	0.4	3.9	0.9	nt	-2.3	1.0	-8.7	1.9
C#CCN(C[C@H]1[C@H](OC(=O)NCc2ccc(OC)c(OC)c2)[C@H](OC(=O)NCc2ccc(OC)c(OC)c2)C[C@H]2C(=O)N(c3ccccc3)C(=O)[C@@H]12)S(=O)(=O)c1ccc(C)cc1	-1.0	0.8	-1.9	4.9	3.5	1.1	0.3	2.4	-0.3	19.5	3.5
CCCCCCCCn1cc(C(C)=O)c(=O)[nH]c1=O	-0.6	2.1	0.5	-0.7	-3.0	-0.8	0.8	-3.9	-0.4	-5.2	2.3
COCC(=O)NCc1ccc2c(c1)OCO2	-0.8	0.3	0.1	-1.7	-2.6	-1.4	-0.6	-2.6	0.6	-2.6	0.6
CC(=O)NC(CC(=O)c1ccc([N+](=O)[O-])cc1)C(Cl)(Cl)Cl (stereo not given)	-0.9	1.1	-2.9	-1.3	-2.7	-0.9	0.9	-1.5	-0.5	2.9	-1.2
CN(CCc1ccccn1)C(=O)CC1C(=O)NCCN1Cc1ccccc1C(F)(F)F (stereo not given)	-1.0	-0.3	0.1	5.5	-3.2	1.5	-1.3	0.2	0.8	-22.6	0.8
CNc1ccc(NC(C)=O)cc1[N+](=O)[O-]	-1.0	0.1	-9.8	-0.7	-1.0	0.2	2.0	-2.7	0.9	-5.9	-7.6
COc1cc(CN2CC(=O)N(c3ccc(C)c(C)c3)C2=S)cc(OC)c1OC	-1.4	1.4	1.2	-2.0	1.2	-3.1	1.3	-1.3	-0.3	-1.6	-2.4
Cc1cc(C(=O)NC2CCCCC2)c(C)n1-c1ccc(F)cc1	-0.6	0.5	-1.6	13.9*	-2.5	5.8*	5.2	8.0*	3.4	-3.8	-1.8
CC(=O)c1ccc(N2CCN(C(=O)c3cn(Cc4ccccc4)nc3-c3cccnc3)CC2)c(F)c1	-0.9	-0.7	-1.3	-2.0	-1.5	-1.8	-0.4	-0.2	0.5	-11.9	-0.5
COc1ccccc1/C=C\C(=O)NCC(=O)N/N=C/c1ccc(O)cc1O	-0.9	-0.3	-1.2	1.3	-16.3	-0.5	-0.9	-2.2	0.2	-36.6	1.2
CCNC(=O)C1(C)CCCN(Cc2ccccc2-c2ccccc2)C1 (stereo not given)	-1.4	nt	-0.3	0.8	-1.4	-1.0	0.9	-3.1	-0.4	-0.1	-5.5
Cc1c(C(=O)OCC(=O)N(C)Cc2ccccc2)oc2ccccc12	-1.4	0.4	-1.8	2.3	-2.4	-1.2	1.1	0.1	-0.6	-3.8	1.0
CCOc1ccc(Cl)cc1-c1cc(C(=O)NC2CCCCC2)[nH]n1	-0.8	nt	0.3	4.5	-2.1	-0.9	-1.3	-4.0	-0.6	4.9	30.4
CC(=O)Nc1ccc(S(=O)(=O)N2CCC(C(=O)c3ccc(F)cc3)CC2)cc1	-1.2	-0.1	1.4	-1.2	2.5	-2.5	-1.0	-1.2	-0.1	-0.7	-0.4
Cc1cc(O)c(N=Cc2cc3c(cc2[N+](=O)[O-])OCO3)cc1C	-2.2	-3.6	-6.2	-8.2	0.5	-2.2	3.9	-6.5	-0.1	-4.8	-5.0
COc1ccc(CNC(=O)CC2C(=O)NCCN2CC(C)(C)C)c(OC)c1 (stereo not given)	-1.0	0.5	-2.4	-0.8	-13.4	0.9	0.0	-3.8	0.2	-30.3	-4.7
O=S(=O)(c1ccc2c(c1)OCCO2)C1CCC(S(=O)(=O)c2c(F)cccc2F)CC1 (stereo not given)	-0.5	0.7	-1.3	4.2	-3.6	2.0	-1.1	-1.4	0.4	2.2	-1.0
Cc1ccc(S(=O)(=O)CCNC(=O)Cc2ccccc2)cc1	-0.7	0.0	-2.3	-1.9	-8.0	0.3	2.3	-3.4	0.1	1.9	1.6
COc1ccccc1CC(=O)Nc1ccc(-c2noc(COc3ccc(Cl)c(C)c3)n2)cc1	-1.4	0.6	-1.0	1.1	-1.9	0.5	-2.6	4.0	0.2	4.5	-2.5
COC(=O)NNC(=S)Nc1ccc(Br)cc1	-1.2	2.0	-1.0	5.4	-5.5	-0.7	1.3	-0.9	-0.8	-2.7	3.5

Screening data: PubChem BioAssay, several laboratories
